# Assay outcomes as filed in PubChem.
# SRC2 inh: human SRC2 (NCOA2) inhibition. HEK293 GAL4-SRC2 luciferase reporter, luminescence. inhibition, % at 9 µM. 370,000 tested, 0.17% active;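 active = inhibition above the mean inhibition of all tested compounds plus 3 SD, set per campaign, cut at about 52% in these data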;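 also: 0% = DMSO treated cells and 100% = cells given Gossypol at 36 µM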
# Target sequence (Q15596 whole entry, looked up, the tested form may be a part): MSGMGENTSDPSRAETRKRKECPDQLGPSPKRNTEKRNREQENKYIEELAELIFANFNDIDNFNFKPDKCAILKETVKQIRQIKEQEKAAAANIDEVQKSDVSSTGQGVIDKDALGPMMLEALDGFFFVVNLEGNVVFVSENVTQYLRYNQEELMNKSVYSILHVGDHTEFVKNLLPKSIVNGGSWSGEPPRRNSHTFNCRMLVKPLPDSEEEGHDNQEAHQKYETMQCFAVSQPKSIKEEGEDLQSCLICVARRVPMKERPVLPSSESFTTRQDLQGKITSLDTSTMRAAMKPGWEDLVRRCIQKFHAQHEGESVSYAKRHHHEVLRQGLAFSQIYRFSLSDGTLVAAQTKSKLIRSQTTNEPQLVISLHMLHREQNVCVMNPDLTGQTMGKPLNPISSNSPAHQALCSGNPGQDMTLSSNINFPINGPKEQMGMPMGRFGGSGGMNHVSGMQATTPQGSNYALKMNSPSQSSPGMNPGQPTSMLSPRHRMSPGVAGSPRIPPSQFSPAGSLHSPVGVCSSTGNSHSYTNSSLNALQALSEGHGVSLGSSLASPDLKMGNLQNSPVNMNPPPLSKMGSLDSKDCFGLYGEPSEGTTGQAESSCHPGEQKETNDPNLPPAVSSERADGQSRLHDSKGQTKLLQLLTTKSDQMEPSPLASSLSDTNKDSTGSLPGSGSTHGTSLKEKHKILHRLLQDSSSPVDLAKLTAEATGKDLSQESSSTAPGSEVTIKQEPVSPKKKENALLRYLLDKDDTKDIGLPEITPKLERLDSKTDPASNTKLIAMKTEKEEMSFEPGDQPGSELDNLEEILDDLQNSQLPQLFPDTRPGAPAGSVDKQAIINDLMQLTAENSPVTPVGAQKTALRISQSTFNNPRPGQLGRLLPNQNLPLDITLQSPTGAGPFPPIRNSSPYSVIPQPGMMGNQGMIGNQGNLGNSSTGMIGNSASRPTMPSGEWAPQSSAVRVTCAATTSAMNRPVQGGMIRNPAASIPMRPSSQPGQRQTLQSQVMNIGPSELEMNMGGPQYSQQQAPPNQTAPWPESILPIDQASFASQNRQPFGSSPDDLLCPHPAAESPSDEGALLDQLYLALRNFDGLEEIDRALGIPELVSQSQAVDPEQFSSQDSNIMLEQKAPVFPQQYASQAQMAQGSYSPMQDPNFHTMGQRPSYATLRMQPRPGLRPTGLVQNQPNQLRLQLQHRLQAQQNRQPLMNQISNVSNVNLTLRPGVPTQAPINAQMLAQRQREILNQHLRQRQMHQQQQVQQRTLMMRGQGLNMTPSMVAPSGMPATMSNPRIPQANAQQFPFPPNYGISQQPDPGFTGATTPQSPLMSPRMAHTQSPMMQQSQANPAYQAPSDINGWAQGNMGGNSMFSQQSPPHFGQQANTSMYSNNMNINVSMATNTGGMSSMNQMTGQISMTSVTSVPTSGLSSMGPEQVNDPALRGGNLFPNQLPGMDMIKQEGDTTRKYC
# ABHD5-PLIN5 inh: inhibitors of human ABHD5-perilipin-5 interaction. Q00G26+Q8WTS1. Split G. princeps luciferase complementation, luminescence, 4 h. inhibition, % at 4 µM. 360,000 tested, 0.78% active. AID 602281;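 active = inhibition above the mean inhibition across every tested compound plus 3 SD, cut at about 22% in these data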;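 also: 0% = DMSO only wells and the 100% control is not disclosed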
# ABCB6 inh MLPCN: human ABCB6 transporter inhibition. Q9NP58. AID 602162. 360,000 tested, 0.19% active. K562-ABCB6 porphyrin accumulation, flow cytometry, 1 h; active compounds read low. fluorescence ratio to DMSO, % at 10 µM;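 active = fluorescence ratio to DMSO below 75%, the collection mean minus 3 SD; inconclusive = too few cells collected in the well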;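 also: signal is porphyrin accumulated inside mitochondria; 100% equals median channel fluorescence of DMSO control wells; lower ratio means ABCB6 inhibition with less porphyrin fluorescence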
# MC4R antagonist: human MC4R antagonism in cAMP assay; 360,000 tested, 0.48% active; MC4R-expressing cells, MTII-stimulated cAMP, LANCE TR-FRET; AID 540295; inhibition, % at 6.5 µM; P32245;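 active = inhibition above its plate's cutoff, the mean of tested wells on that plate plus 3 SD, cut at about 29% in these data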;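 also: 0% = Melanotan II alone and 100% = Melanotan II plus saturating MCL0020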
#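 Material: human MC4R-expressing U2OS cells. Probe or stimulus: Melanotan II challenge. Dosing: 6.5 µM single dose. Times: 30-min compound, 1-h challenge, 1-h detection, room temperature. Technique: TR-FRET with Eu-cAMP and labeled anti-cAMP, 671 nm. Replication: singlicate.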
# MC4R barr agon: agonists of human melanocortin 4 receptor (MC4R) beta-arrestin. P32245. U2OS MC4R beta-arrestin complementation, luminescence; percent of melanotan II response, DMSO zero. activation, % at 8.9 µM. 360,000 tested, 0.98% active;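 active = activation above a per-plate cutoff, the mean activation of sample wells on that plate plus 3 SD, cut at about 8% in these data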
# H9c2 protect: protects H9c2 cardiomyocytes from peroxide injury; H2O2 injury protection, ATPLite, 2 h; protection from H2O2 cell death, % at 20 µM; 360,000 tested, 0.63% active; AID 588492;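 active = compounds giving at least 50% protection of heart cells from peroxide-induced death in the single-dose screen, raw or plate-pattern-corrected value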;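 also: 0% = DMSO wells with peroxide and 100% = DMSO wells without peroxide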
# NOD2-RIPK2 inh: NOD2-RIPK2 protein interaction inhibition. AID 624267. CHO BLA complementation NOD2-RIPK2, CCF4 ratio. O43353. 360,000 tested, 0.38% active. inhibition, % at 4.98 µM; in the data active = inhibition above about 21%;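 also: 0% = vehicle only and 100% = reference blocker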
# TLR9-MyD88 block: TLR9-MyD88 interaction inhibition. Q9NR96+Q99836. CHO BLA complementation TLR9-MyD88, CCF4 FRET ratio. inhibition, % at 4.98 µM. 340,000 tested, 0.21% active. AID 504734;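 active = inhibition above the mean over all tested compounds plus 3 SD, cut at about 21% in these data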;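 also: 0% = DMSO only wells and 100% = clavulanate BLA inhibitor control wells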
# m5-HT2A agonist: activates the mouse 5-HT2A serotonin receptor; CHO-K1 mHTR2A beta-arrestin complementation, luminescence; percent of 30 µM serotonin response; activation, % at 7.6 µM; 360,000 tested, 0.66% active; AID 624169;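 active = activation above a run cutoff, the mean activation of all tested compounds plus 3 SD, cut at about 14% in these data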;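 also: 0% = plate median of compound wells and 100% = 30 µM serotonin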
# N-glyco inh: N-linked glycosylation inhibition; D54 ERlucT glycosylation luciferase reporter, 24 h; percent of 100 nM tunicamycin response; reporter increase, % at 12.5 µM; 360,000 tested, 0.23% active;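 active = mean luciferase reporter signal, scaled so untreated is 0 and the glycosylation-blocking control 100, at or above a set limit in every replicate; inconclusive = mean reaches the limit but not every replicate does; inactive = mean below the limit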;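 also: luciferase carries N-glycosylation sites so blocking glycosylation raises the light; 0% = median of neutral control wells and 100% = median of 100 nM tunicamycin wells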
# Numbers without * were called inactive; ? = inconclusive; / = not tested or not shown.
SMILES,SRC2 inh,ABHD5-PLIN5 inh,ABCB6 inh MLPCN,MC4R antagonist,MC4R barr agon,H9c2 protect,NOD2-RIPK2 inh,TLR9-MyD88 block,m5-HT2A agonist,N-glyco inh
COC(=O)c1cc(NC(=O)COC(=O)CN2C(=O)C3CC=CCC3C2=O)cc(C(=O)OC)c1 (stereo not given),-35,3,91,1,-1.1,6,-5,1,-1,3
Cc1cc(C)c(OCC(=O)NCC2COc3ccccc3O2)c(C)c1 (stereo not given),2,-5,99,5,1.4,-5,-1,3,24*,0
CC1CCCC(C)N1C(=O)/C=C/c1ccc(S(=O)(=O)N2CCOCC2)cc1 (stereo not given),-8,-6,100,-7,-3.2,-4,-2,-4,13,-2
C[C@@H](C(=O)Nc1cccnc1)n1c(=O)[nH]c2ccccc2c1=O,-14,3,92,-5,-2.0,3,-2,4,6,0
COC(=O)c1cc2c(ccn2-c2ccc(F)cc2)n1Cc1ccc(C#N)cc1,19,-10,101,-1,-1.7,2,1,4,0,-4
O=C(c1ccco1)N1CCC(c2nc(-c3ccc(F)cc3)no2)CC1,-6,0,103,8,-0.9,-4,-4,3,-3,-1
Cc1[nH]c(C)c(S(=O)(=O)NCCc2ccc(S(N)(=O)=O)cc2)c1C(=O)N1CCCC1,-1,-6,96,-4,-2.7,-7,-3,6,-5,-1
O=C(c1ccc(OC2CCN(C/C=C/c3ccccc3)CC2)cc1)N1CCCC1,-3,-3,99,10,-1.6,1,-1,2,-7,0
COc1cccc(CNC(=O)c2ccc(CS(=O)Cc3ccc(C)cc3)o2)c1 (stereo not given),-17,-4,95,0,-1.8,-1,-2,10,8,-2
O=C(NCc1ccccc1)N1CCOCC1,-4,0,94,2,-0.7,1,2,-4,-1,1
CCCNC(=O)CSc1ccc(S(=O)(=O)N(C)C2CCCCC2)cn1,10,-1,98,18,-2.1,-8,-17,-13,-1,0
COc1cc(N)c(C(=O)c2nccc3cc(OC)c(OC)cc23)cc1OC,29,-7,100,0,-0.6,0,2,-4,2,1
C/C(=N\NS(=O)(=O)c1ccc(Br)cc1)c1ccncc1,-3,2,101,5,-1.4,1,-5,5,-1,2
OC(CN1CCN(C(c2ccccc2)c2ccccc2)CC1)c1ccccc1 (stereo not given),/,-5,97,21,10.0*,-6,8,4,-8,-5
Cc1nc(N2CCN(Cc3ccc4c(c3)OCO4)CC2)c2oc3ccccc3c2n1,31,0,87,3,-2.9,-10,-1,-1,-6,17
Cc1[nH]n(-c2ccccc2)c(=O)c1C(c1ccc(O)c([N+](=O)[O-])c1)c1c(C)[nH]n(-c2ccccc2)c1=O,-27,-7,89,7,0.5,-2,0,1,-1,0
O=C(COC(=O)c1cc(S(=O)(=O)N2CCOCC2)ccc1F)Nc1ccc(Cl)cn1,32,-6,110,-26,0.6,6,-5,-4,0,2
COc1ccc(CCNC(=O)CSCc2ccc(C)cc2)cc1OC,5,-2,93,5,-1.9,1,-4,2,4,-2
COC(=O)CCCn1cc(CN2CC(N3CCN(C4CCN(C)CC4)CC3)CS2(=O)=O)nn1 (stereo not given),-10,-2,96,/,/,/,3,/,1,/
Nc1nonc1-c1noc(CCCOc2ccc(Cl)cc2Cl)n1,8,2,101,15,8.1,-6,1,-3,5,-1
CC(=O)OC(C(=O)NC1CCCCC1)c1cccc(C)c1 (stereo not given),-8,0,96,4,-1.2,3,9,1,1,1
CCOc1ccc(OCCC(=O)OCC(=O)NC(C)c2ccccc2)cc1 (stereo not given),2,-5,98,3,-2.2,-3,4,-7,-5,1
COc1cc2c(cc1OC)C(c1cccc([N+](=O)[O-])c1)N(C(=O)CCC(=O)O)CC2 (stereo not given),8,-8,101,-1,-1.2,2,-4,12,4,-1
CC(C)(C)OC(=O)N1CCN(C(=O)c2[nH]cnc2C(=O)Nc2nccs2)CC1,1,14,96,-2,-0.3,9,-8,-7,3,4
CN1C(=O)CCS(=O)(=O)C1c1ccc(Cl)c(Cl)c1 (stereo not given),12,-2,95,-1,-3.2,7,5,2,-1,1

# Looked up by structure from the entries so far (four):
SMILES,SRC2 inh,ABHD5-PLIN5 inh,ABCB6 inh MLPCN,MC4R antagonist,MC4R barr agon,H9c2 protect,NOD2-RIPK2 inh,TLR9-MyD88 block,m5-HT2A agonist,N-glyco inh
O=C(COC(=O)c1cc(S(=O)(=O)N2CCOCC2)ccc1F)Nc1ccc(Cl)cn1,32,-6,110,-26,0.6,6,-5,-4,0,2
O=C(c1ccc(OC2CCN(C/C=C/c3ccccc3)CC2)cc1)N1CCCC1,-3,-3,99,10,-1.6,1,-1,2,-7,0
COC(=O)c1cc(NC(=O)COC(=O)CN2C(=O)C3CC=CCC3C2=O)cc(C(=O)OC)c1 (stereo not given),-35,3,91,1,-1.1,6,-5,1,-1,3
COc1cc2c(cc1OC)C(c1cccc([N+](=O)[O-])c1)N(C(=O)CCC(=O)O)CC2 (stereo not given),8,-8,101,-1,-1.2,2,-4,12,4,-1

# The listing picks up with the 2 entries that preceded the break.
SMILES,SRC2 inh,ABHD5-PLIN5 inh,ABCB6 inh MLPCN,MC4R antagonist,MC4R barr agon,H9c2 protect,NOD2-RIPK2 inh,TLR9-MyD88 block,m5-HT2A agonist,N-glyco inh
CC(C)(C)OC(=O)N1CCN(C(=O)c2[nH]cnc2C(=O)Nc2nccs2)CC1,1,14,96,-2,-0.3,9,-8,-7,3,4
CN1C(=O)CCS(=O)(=O)C1c1ccc(Cl)c(Cl)c1 (stereo not given),12,-2,95,-1,-3.2,7,5,2,-1,1
CN1C(=O)CC(N2CCN(c3ccc(Cl)cc3)CC2)C1=O (stereo not given),-3,0,87,-2,-2.5,0,7,8,1,1
O=[N+]([O-])c1cc(S(=O)(=O)N2CCCCC2)ccc1NCc1cccc(Cl)c1,-13,2,98,10,-1.8,-8,-9,-7,-6,-4
Cc1ccc(NC(=O)CN(C)C(=O)C(C)OC(=O)c2ccccc2NCCO)cc1 (stereo not given),20,9,104,-3,2.4,-2,3,2,-3,-1
O=C(NC1CCN(C(=S)Nc2ccc(F)cc2)CC1)C1CCCCC1,-6,-4,101,28,-0.7,1,-7,-5,3,-2
OCC1(Cc2ccc(Cl)cc2)CCN(CC2CC=CCC2)CC1 (stereo not given),16,2,97,18,0.7,0,-8,-7,15*,-2
CC(=O)NC(Cc1ccccc1F)C(=O)NC1CCN(C(=O)Nc2ccc(C)cc2)CC1 (stereo not given),-6,2,89,5,-3.2,0,-3,2,-9,1
Cc1cccc(C(=O)Nc2cc(S(=O)(=O)N3CCOCC3)ccc2N2CCCC2)c1,-17,1,105,7,-2.5,-1,-9,-7,13,?
CCOC(=O)CSc1nc2ccc(C)cc2[nH]1,-12,1,100,2,-0.7,6,-6,0,0,3
CC(Cc1ccccc1)N(C)C(=O)CN1C(=O)c2ccccc2C1=O (stereo not given),15,-2,90,1,0.7,5,18,-10,0,-1
CCCOc1ccc(C(=O)NCC(c2cccs2)N(C)C)cc1OC (stereo not given),-19,-4,101,2,-0.4,0,1,0,-3,-4
O=C(COC(=O)/C=C/c1ccco1)NCCc1ccccc1,12,3,85,1,-1.7,4,-2,-1,-2,1
CC(C)(C)SCCNC(=O)COc1ccc(Cl)cc1,-23,-1,93,7,-0.3,-3,-7,3,-6,0
COc1ccc(C2NC(=O)NC(C)=C2C(=O)OC2CCCCC2)cc1 (stereo not given),6,-5,101,-4,-1.5,-8,4,-2,-2,3
Cc1cccc(CN2CCN(c3ncccn3)CC2)c1,-7,0,93,-2,-0.9,8,6,-3,37*,1
Cc1nc(-c2ccc(NC(=O)c3ccccc3Br)cc2)cs1,-42,2,109,10,0.2,-10,-2,-9,-7,-9
Cc1cc(C)n(-c2ccc(C(=O)Nc3cccc(S(=O)(=O)N4CCCC4)c3)cc2)n1,-15,-4,97,9,-1.8,-9,-10,3,-1,0
Cc1ccc(C(=O)N/N=C\c2c(C)nn(-c3ccccc3)c2Cl)cn1,-16,9,99,3,1.7,-1,-6,1,4,1
CN(C)S(=O)(=O)c1ccc(N2CCCC2)c(C(=O)Nc2nc(-c3cc(F)ccc3F)cs2)c1,0,-2,101,8,4.1,0,-2,-6,0,14
Cc1ccccc1-c1nnc(-c2cccs2)o1,4,-2,99,3,-0.5,-2,-4,-6,2,1

# Only part of the results is shown, so the mix of outcomes need not match the whole.
